XiGFP reactiv – activators of inactive X chromosome reactivation, primary screen, imaging, XiGFP fibroblasts, GFP high-content imaging, set 2; activation, % at 7.58 µM; XiGFP mouse fibroblasts, % GFP-positive cells imaging, 3 d; cells co-treated with 5-aza-dC sensitizer; scaled so ellipticine positive control = 100%; 360,000 compounds, 0.055% hits;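 active = mean normalized replicate activation at least 10% and every replicate at or above 10%; inconclusive = only one of the two criteria met; inactive = mean below 10% and not all replicates reach 10%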;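 also: 0% = median of on-plate neutral control wells and 100% = ellipticine 6 µM median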
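Schedule: 3 d treatment, 15 min room-temperature fixation; system: 68-5-11 XiGFP fibroblast line; buffer or medium: DMEM plus 5-aza-dC sensitizer; control set: ellipticine 6 µM positive control; compound: one concentration, pinned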
EWS-Fli inh – EWS/Fli-driven NR0B1 reporter inhibitors, primary screen, A673 cells, NR0B1 luciferase, luminescence, MLPCN library | inhibition, % at 12.6 µM | 350,000 compounds, 0.67% hits | AID 651661, 2012 | viability-normalised;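 active = mean inhibition of at least 50% after viability correction, with every replicate also passing that limit; inconclusive = mean reaches 50% but only one of two replicates passes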;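 also: firefly luciferase signal divided by Alamar Blue viability fluorescence both relative to DMSO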
PAX8 reporter – inhibitors of PAX8-driven TPO luciferase reporter, primary screen, RMG-I cells, single concentration; inhibition, % at 12.6 µM; SteadyGlo, 24 h; 360,000 compounds, 1.2% hits;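 active = mean replicate inhibition at least 60% with every replicate also reaching 60%; inconclusive = only one of the two criteria is met; inactive = mean below 60% and not all replicates reaching 60%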;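 also: luciferase light reporting Pax8 driven TPO promoter activity; plate controls were median of neutral control wells for no effect and mitoxantrone controls for full effect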
F508del corr – F508del CFTR correction, initial screen, CFBE line, single point. activity (quench increase), % at 7.58 µM. 350,000 compounds, 0.36% hits. CFBE cells, YFP halide quenching; stimulated with forskolin plus potentiator P3; % fluorescence drop versus neutral controls;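 active = mean added fluorescence quench of at least 8% versus neutral control, with both replicates also reaching 8%; inconclusive = only one of the mean or replicate conditions met; inactive = mean below 8% and not both replicates reaching 8%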;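 also: cells transiently co-express mutant CFTR-F508del with the halide-sensitive YFP; corrector assay measuring rescue of mutant channel to the surface after 24 h compound exposure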
ERp5 block – inhibitors of ERp5-driven insulin aggregation, primary screen, biochemical, turbidity, absorbance 650 nm, single point. 90 min. AID 651711, 2012. 350,000 compounds, 0.05% hits. Protein disulfide-isomerase A6 (Homo sapiens), Q15084. inhibition, % at 9.99 µM;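 active = mean replicate inhibition above about 25%, with every replicate also reaching it, limit read from the data, passing the limit was not always enough; inconclusive = only one of those two criteria met; inactive = neither criterion met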
Target sequence (Q15084 whole entry, looked up): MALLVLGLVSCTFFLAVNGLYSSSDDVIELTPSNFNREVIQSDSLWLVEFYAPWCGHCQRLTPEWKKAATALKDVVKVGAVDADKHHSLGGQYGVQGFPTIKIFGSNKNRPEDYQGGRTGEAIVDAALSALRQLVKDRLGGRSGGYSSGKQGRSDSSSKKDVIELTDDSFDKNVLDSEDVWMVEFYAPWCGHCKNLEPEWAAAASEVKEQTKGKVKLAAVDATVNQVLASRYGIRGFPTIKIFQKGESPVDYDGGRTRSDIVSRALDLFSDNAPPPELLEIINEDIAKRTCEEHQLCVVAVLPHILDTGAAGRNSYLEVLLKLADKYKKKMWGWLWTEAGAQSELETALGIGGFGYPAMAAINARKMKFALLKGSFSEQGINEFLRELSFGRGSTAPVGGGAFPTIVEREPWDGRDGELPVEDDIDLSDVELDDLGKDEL
ARNT TACC3 PPI – disruptors of ARNT/TACC3 protein interaction, primary screen, biochemical, AlphaScreen, single concentration. inhibition, % at 9.99 µM. Transforming acidic coiled-coil-containing protein 3 (Homo sapiens), Q9Y6A5. 390,000 compounds, 0.66% hits. AlphaScreen His-ARNT PAS-B/GST-TACC3 binding, luminescence; TACC3 fragment carries E629A point mutation;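 active = mean inhibition of replicates at least 50% and at least half of replicates each reaching 50%; inconclusive = half or more replicates reach 50% but mean below 50%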;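 also: 0% = complete ARNT plus TACC3 wells and 100% = ARNT alone without TACC3; many hits fall short of the cut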
GSIS activator – GLuc luminescence reporter in INS-1E cells, primary screen for activators of glucose-dependent secretion of insulin | INS-1E GLuc reporter insulin secretion, 2-3 h | activation, % at 16.6 µM | 370,000 compounds, 0.61% hits | AID 743287, 2014;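 active = lowest replicate activation of at least 40%, so every replicate reaches that level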;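 also: 0% = median of neutral control wells and 100% = median of IBMX positive control wells; some compounds called inactive have numbers as strong as hits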
DENV2 CPE rescue – inhibitors of DENV2 cytopathic effect, primary screen, cell-based, plate reader, single concentration; CPE inhibition, % at 9.99 µM; AID 651640, 2012; DENV2-infected cells, cytopathic effect rescue; 350,000 compounds, 1.7% hits; in the data active = CPE inhibition above about 20%, passing the limit was not always enough; inconclusive = no clear call, values can overlap the other calls; tested in BHK-21 cells;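 also: 0% = median of neutral control wells and 100% = median of positive control wells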
Starred values were filed as active, the others as inactive; u = inconclusive; x = no result given; & = joins results of further samples.

SMILES | XiGFP reactiv | EWS-Fli inh | PAX8 reporter | F508del corr | ERp5 block | ARNT TACC3 PPI | GSIS activator | DENV2 CPE rescue
C[C@H]1CN([C@@H](C)CO)C(=O)CCCn2cc(nn2)CO[C@@H]1CN(C)Cc1cccc(O)c1 | 0.2 | 0.6 | x | 0.5 | -2.7 | 5.5 | -10.0 | -5.8
CC(C)NC(=O)N[C@@H]1C[C@@H]2O[C@H](CO)CC[C@@H]2O[C@@H]1CCc1ccc(-c2ccccc2F)cc1 | x | -0.5 | -0.8 | -0.3 | -2.0 | x | x | 12.6
CO[C@H]1CN(C)C(=O)c2cc(NS(=O)(=O)c3ccc(-c4ccccc4)cc3)ccc2OC[C@@H](C)NC[C@H]1C | -0.4 | 10.5 | x | -4.1 | -2.1 | 1.1 | 10.8 | -1.5
CCCc1nc2c(s1)CCc1onc(-c3ccc(Cl)cc3)c1-2 | -0.1 | -2.8 | -12.2 | 2.1 | -3.0 | -4.7 | 5.3 | -8.2
COc1ccccc1NS(=O)(=O)c1cc(C(=O)NCCCN2CCCC2=O)ccc1C | 0.0 | -14.0 | 6.8 | -2.7 | -0.5 | x | -11.6 | 0.3
CCOC(=O)COc1cccc2c(=O)n(CC(=O)N3CCCCC3)ccc12 | -0.1 | 11.1 | -3.2 | -1.2 | -6.4 | -5.8 | 18.5 | 0.4
C[C@@H]1CN([C@H](C)CO)C(=O)c2cc(NS(=O)(=O)c3cn(C)cn3)ccc2O[C@H]1CN(C)CC1CC1 | 0.0 | 5.8 | -26.2 | -1.4 | -1.3 | -1.4 | 8.9 | 7.6
COCCNC(=O)c1cc(-c2ccc(Cl)c(Cl)c2)on1 | 0.3 | -85.5 | -19.0 | -0.5 | -3.2 | -8.2 | 3.7 | -6.3
COc1cc(O)c(CC=C(C)C)c(O)c1C(=O)CCc1ccc(O)cc1 | x | 5.0 | x | 2.5 | 7.8 | -1.6 | 9.6 | -12.8
CCCCN(C(=O)CSc1nnc(-c2ccc(OC)cc2)n1C(C)C)c1c(N)n(Cc2ccccc2)c(=O)[nH]c1=O | 0.0 | 3.0 | 20.6 | 0.0 | -4.3 | -17.1 | -2.3 | x
CN1CCN(C(=O)C[C@@H]2C=C[C@H](NC(=O)Cc3ccccn3)[C@@H](CO)O2)CC1 | 0.0 | 0.0 | -12.2 | -0.4 | -0.2 | 2.9 | 3.3 | 3.8
C[C@H]1CN([C@@H](C)CO)S(=O)(=O)c2ccc(/C=C/c3ccccc3)cc2O[C@@H]1CN(C)C(=O)C1CC1 | -0.4 | 11.5 | x | 1.2 | 0.4 | 9.7 | -13.1 | 6.2
O=C(Cc1ccccn1)N[C@@H]1CC[C@@H](CCNS(=O)(=O)c2cccc(F)c2)O[C@@H]1CO | 0.1 | 1.6 | -8.4 | 3.5 | 1.6 | 9.3 | 0.1 | -1.7
COCCNc1c(-c2ccc(OC)c(OC)c2)nc2ccc(Cl)cn12 | 0.2 | -10.3 | -21.3 | -1.8 | -0.2 | 15.2 | 18.1 | 0.2
Cc1cccc(S(=O)(=O)C(C#N)c2nc3ccccc3nc2N2CCOCC2)c1 (stereo not drawn) | x | -0.6 | x | 1.6 | 3.5 | -1.0 | -25.0 | -3.4
COc1ccc(CNC(=S)Nc2ccc(OC)cc2)cc1 | 0.0 | x | -5.8 | x | x | -0.8 | -2.8 | x
CCC1=C2CC[C@H]3C(=O)N(C)C(=O)[C@H]3[C@H]2[C@@]2(Cc3ccccc3)C(=NCC(=O)OC)OC(=O)N2C1=O | 0.0 | 0.5 | -2.1 | 0.9 | -1.9 | -25.6 | -3.7 | 16.2
C[C@@H]1CN([C@H](C)CO)C(=O)c2cc(NC(=O)CCC(F)(F)F)ccc2O[C@@H](C)CCCCO[C@H]1CN(C)C(=O)Nc1cccc2ccccc12 | 0.4 | 5.6 | 47.6 | 3.9 | x | -3.1 | -6.6 | -14.3
COC(=O)c1c(C)[nH]c(C)c1C(=O)c1ccccc1Cc1ccccc1 | 0.0 | 6.0 | 26.4 | -5.8 | -0.4 | 5.1 | x | 16.2
CN(C)c1cc(-c2ccccc2)nc(N)n1 | 0.0 | 9.6 | 11.3 | -0.8 | 0.8 | 1.4 | 4.7 | 6.6
CC(=O)[C@@]12O[C@@H]1C[C@H]1[C@@H]3CC[C@H]4C[C@@H](O)CC[C@]4(C)[C@H]3CC[C@@]12C | 0.0 | 3.2 | 0.4 | -0.8 | 4.6 | 4.0 | -1.8 | 0.5
O=C(Nc1ccc(Cl)cc1)C1CCN(C(=O)c2ccco2)CC1 | 0.2 | -3.4 | -5.3 | -2.4 | -12.6 | 6.8 | -13.0 | -2.4
CCOC(=O)N1CCN(C2=C(NS(=O)(=O)c3ccccc3)C(=O)c3ccccc3C2=O)CC1 | 0.0 | -8.1 | 11.6 | 0.5 | -0.7 | 3.9 | x | -4.3
COc1ccc(NS(=O)(=O)c2ccc(N3CCOCC3)c(NC(=O)c3ccc(F)cc3)c2)cc1 | 0.1 | 12.6 | 1.5 | 0.2 | 2.2 | -2.7 | -9.6 | u
Oc1ccccc1CNc1nc2ccccc2n1CCN1CCCCC1 | 0.3 | 13.3 | 16.7 | 5.0 | 0.1 | x | 5.7 | 0.6
Cc1c(C(=O)OCC(=O)N(C)c2ccccc2)oc2ccccc12 | 0.2 | -43.9 | -60.6 | -1.3 | 4.3 | -9.9 | -10.1 | 6.5
CN(Cc1ccccc1)S(=O)(=O)c1ccc(N2CCCC2=O)cc1 | 0.0 | -10.1 | 4.8 | 2.2 | 0.4 | -4.2 | 6.6 | 14.6
C[C@H](CO)N1C[C@H](C)[C@H](CN(C)CC2CC2)Oc2c(NS(=O)(=O)c3ccc(F)cc3)cccc2C1=O | -0.6 | -7.6 | -20.8 | 0.4 | -0.2 | -10.8 | 15.4 | 4.5
COc1cccc(CNC(=O)CN2C(=O)NC(c3ccccc3)(c3ccccc3)C2=O)c1 | 0.1 | 1.5 | 10.4 | 0.5 | -38.0 | -2.3 | -55.0 | 0.5
O=C(C[C@H]1C=C[C@@H](NS(=O)(=O)c2ccccc2)[C@@H](CO)O1)NCc1ccc(Cl)c(Cl)c1 | 0.2&0.1 | -0.1&-4.4 | 26.4&9.4 | -2.4&-0.9 | -2.8 | x | -23.0&-28.8 | 4.1
CCCCn1c(=O)[nH]c(=O)c2c1nc(-c1ccc(OCC)cc1)n2CC | 0.0 | 0.6 | -6.0 | 3.2 | -1.8 | -1.5 | 0.2 | 13.0
COc1cc([N+](=O)[O-])ccc1-c1ccc(/C=N/NC(=O)c2ccccc2O)o1 | 0.1 | -0.6 | 14.9 | 0.0 | 0.6 | x | 2.8 | -1.4
CCC1CCC2(CC1)NC(=O)N(CC(=O)Nc1ccc(OC)cc1)C2=O (stereo not drawn) | 0.0 | 8.7 | -20.6 | 4.7 | 1.7 | -2.2 | -39.9 | -5.3
COc1ccccc1/C=C/C(=O)NCC(=O)N/N=C(/C)c1ccco1 | 0.1 | 5.2 | -9.9 | 2.2 | 1.3 | x | -6.4 | 1.5
Clc1ccc(NCc2cccnc2)cc1 | 0.1 | -3.9 | 4.8 | 0.1 | 0.9 | 1.8 | 9.2 | 5.5
N#CCCN(C(=O)COC(=O)c1ccc(S(=O)(=O)N2CCOCC2)cc1)c1ccccc1 | 0.2 | -19.0 | -13.4 | -1.7 | -1.4 | 2.4 | -5.8 | 2.1
Cc1cc2oc(=O)cc(CN3CCCC3)c2cc1C | 0.0 | -13.8 | -8.2 | -2.9 | 2.8 | x | -7.4 | 6.4
C=CCn1c(SCC(=O)Nc2ccc(-c3nc4ccc(C)cc4s3)cc2)nnc1-c1ccncc1 | -0.1 | -29.8 | -73.7 | x | -3.5 | -3.3 | x | 10.8
Cc1ccc(-c2ccccc2[C@H]2[C@@H](C#N)N(C(=O)Cc3cccnc3)[C@H]2CO)cc1 | 0.0 | 1.8 | 19.9 | 2.0 | -4.2 | x | -3.3 | -11.5
CCc1ccc(C(C(=O)NC2CCCCC2)N(C(=O)c2csnn2)C2CC2)cc1 (stereo not drawn) | 0.3 | 1.1 | -9.8 | -1.6 | 0.9 | -5.2 | 4.6 | -4.0
CCN1C(=O)[C@@H]2[C@@H](c3ccc(-c4ccc(C(C)=O)cc4)c(OC)c3)N3CCC[C@@]3(C(=O)OC)[C@@H]2C1=O | -0.2 | 5.4 | -28.4 | -0.3 | 10.8 | 0.3 | -3.1 | 13.4
O=C(NC1CCCC1)[C@H]1[C@H](CO)[C@H]2Cn3c(ccc(-c4ccncc4)c3=O)[C@H]2N1CC1CC1 | 0.3 | -0.6 | x | x | -3.5 | -1.1 | 0.2 | -3.6
O=C(/C=C\c1ccc2c(c1)OCO2)Nc1nnc(SCC(=O)OCc2ccccc2)s1 | 0.0 | 0.1 | x | -1.5 | 1.6 | x | 12.4 | -3.0
Nc1c(C(=O)c2ccc(Cl)cc2)sc2nsc(SCCN3CCOCC3)c12 | 0.3 | 20.6 | 13.7 | -1.6 | 3.0 | -9.5 | x | -9.2
CC(C)C(=O)N1CCN(c2nc(-c3ccccc3)c3c(c2C#N)CCCC3)CC1 | x | x | -0.7 | x | -10.0 | -18.4 | 1.2 | x
Cc1cc(=O)n2c3ccccc3n(CC(O)CN3CCN(CCO)CC3)c2c1C#N (stereo not drawn) | 0.0 | -5.3 | 4.2 | 1.5 | -2.0 | 1.6 | 6.2 | 9.6
CNc1cncc(-c2ccc(OC)cc2OC)n1 | 0.1 | -13.8 | -6.6 | -4.3 | 1.9 | x | 14.3 | 8.9
COc1ccc(/C=N/NC(=O)Cn2nc([N+](=O)[O-])cc2C)c(OC)c1OC | -0.1 | 2.6 | 19.3 | -0.2 | 0.5 | -3.6 | x | -2.2
COc1ccccc1S(=O)(=O)N[C@@H]1CC[C@H](CC(=O)N2CCN(C)CC2)O[C@@H]1CO | -0.3 | -1.4 | -4.4 | -1.5 | 1.7 | -13.2 | 1.8 | -0.4
CCn1cc(Br)c(C(=O)Nc2nccs2)n1 | 0.1 | -1.7 | -12.3 | x | 1.4 | 0.4 | 13.2 | 2.4
Cc1cc(C)nc(NCc2ccc(Cl)cc2)n1 | 0.3 | 10.4 | 10.1 | 0.8 | 3.1 | 2.8 | -2.8 | 14.1
CN(c1ccc(C(=O)N2CCN(Cc3ccc4c(c3)OCO4)CC2)cc1)S(C)(=O)=O | 0.0 | 5.2 | -1.0 | 2.2 | 1.6 | -7.9 | -2.9 | u

Grouped by structure: those above with a nitro group on carbon.
SMILES | XiGFP reactiv | EWS-Fli inh | PAX8 reporter | F508del corr | ERp5 block | ARNT TACC3 PPI | GSIS activator | DENV2 CPE rescue
COc1cc([N+](=O)[O-])ccc1-c1ccc(/C=N/NC(=O)c2ccccc2O)o1 | 0.1 | -0.6 | 14.9 | 0.0 | 0.6 | x | 2.8 | -1.4
COc1ccc(/C=N/NC(=O)Cn2nc([N+](=O)[O-])cc2C)c(OC)c1OC | -0.1 | 2.6 | 19.3 | -0.2 | 0.5 | -3.6 | x | -2.2

No enrichment for hits; about 4.2% have a hit in one of these screens.
